G9a inh = G9a (human) methyltransferase inhibition; Q96KQ7; G9a H3K9 monomethylation, AlphaScreen, 2 h; Potency, µM (doses to about 102 µM), for the others: at the top dose activity, negative = inhibition, actives largely listed as inhibitors; actives 8.8% (n = 350,000); AID 504332; also: potency is read from the fitted curve at half-maximal effect; % is scaled to controls: 0 for no effect and ±100 for the full control effect; nearly all actives have a fitted effect of over 75% in size
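AlphaScreen read-out: biotin-H3K9 peptide (500 nM) methylation by 20 nM enzyme with 20 uM SAM, 2 h at room temperature after 15 min compound preincubation; anti-monomethyl H3K9 antibody plus donor/acceptor beads, 10 min dark.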
GLS inh = glutaminase GLS (human) inhibition; Potency, µM (top dose mostly 45.5 µM), for the others: at the top dose activity change, negative = inhibition, actives largely listed as inhibitors; actives 0.21% (n = 410,000); GLS enzymatic activity, qHTS titration; O94925; also: potency is read from the fitted curve at half-maximal effect; % is scaled to controls: 0 for no effect and ±100 for the full control effect
Target sequence (O94925 whole entry, looked up): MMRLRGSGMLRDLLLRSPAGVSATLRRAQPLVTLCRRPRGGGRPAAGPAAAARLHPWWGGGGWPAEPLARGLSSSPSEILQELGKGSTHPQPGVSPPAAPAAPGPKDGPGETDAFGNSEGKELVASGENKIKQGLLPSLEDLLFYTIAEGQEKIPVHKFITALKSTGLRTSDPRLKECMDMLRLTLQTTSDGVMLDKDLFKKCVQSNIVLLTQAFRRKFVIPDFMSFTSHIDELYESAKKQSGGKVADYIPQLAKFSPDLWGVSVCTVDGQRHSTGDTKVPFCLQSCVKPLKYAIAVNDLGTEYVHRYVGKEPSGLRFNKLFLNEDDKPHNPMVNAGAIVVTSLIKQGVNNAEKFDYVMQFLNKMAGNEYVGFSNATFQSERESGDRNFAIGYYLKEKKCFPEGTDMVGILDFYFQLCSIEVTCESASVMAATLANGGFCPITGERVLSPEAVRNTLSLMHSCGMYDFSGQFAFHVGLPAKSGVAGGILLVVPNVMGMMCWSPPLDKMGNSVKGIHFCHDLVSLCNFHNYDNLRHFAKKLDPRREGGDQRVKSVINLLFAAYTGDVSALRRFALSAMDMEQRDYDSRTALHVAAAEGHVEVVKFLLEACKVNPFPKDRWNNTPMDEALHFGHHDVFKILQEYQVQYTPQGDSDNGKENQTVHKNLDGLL
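Assay buffer: 45 mM KH2PO4 pH 8.2, 0.02% Tween-20. hKGA acts on L-glutamine (1 mM solution added); product glutamate is reported by an oxidase/peroxidase Amplex Red coupling, with fluorescence taken at baseline and 30 min.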
JMJD2A Tudor inh = JMJD2A Tudor domain (human) inhibition; AlphaScreen JMJD2A-Tudor / H3K4me3 peptide binding; O75164; Potency, µM (top dose mostly 114 µM), for the others: top-dose activity change, negative = inhibition, usual class: inhibitors; actives 4.4% (n = 390,000); also: potency is read from the fitted curve at half-maximal effect; % is scaled to controls: 0 for no effect and ±100 for the full control effect; nearly all actives have a fitted effect of over 50% in size
BAZ2B inh = blocks human BAZ2B | Q9UIF8 | AlphaScreen BAZ2B-H3K14Ac peptide displacement | Potency, µM (series often up to 114 µM), inactives show at the highest dose activity change, negative = inhibition, usual class: inhibitors | actives 4.4% (n = 360,000) | AID 504333; also: potency is read from the fitted curve at half-maximal effect; % is scaled to controls: 0 for no effect and ±100 for the full control effect; nearly all actives have a fitted effect of over 60% in size
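Inhibition is scored as reduced AlphaScreen emission. The BAZ2B/b-H3(5-23)K14Ac complex (50 nM each) in PBS pH 7.4, 0.01% Tween-20 meets compound (up to 110 uM) for 30 min at RT before bead addition.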
ERG-DNA inh = ERG Ets/DNA interaction inhibition | actives 0.028% (n = 370,000) | Potency, µM (highest dose often 76.9 µM), for inactives: at the top dose FP activity, negative = inhibition, usual class: inhibitors | P11308 | fluorescence polarization, His-ERG Ets domain / labelled DNA; active = well fitted inhibition curve with a large enough effect in the polarisation, with a control signal flat; inconclusive = small, poorly fitted or top-dose-only effect, or effect the other way, or a change in a side signal; inactive = no such curve, though single readings can be large or run the other way; the % refers to the polarisation;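 also: polarization taken with two DNA probes labelled with fluorescein and Texas red; potency is read from the fitted curve at half-maximal effect; % of control where 0% means no effect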
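His-tagged ERG Ets domain (1 uM in the protein solution; 300mM KCl, 50mM Tris-HCl, 1mM EDTA, 1mM DTT, pH 7.5) received compound, then a probe mix of 5 nM fluorescein-DNA and 100nM Texas-615-DNA. Fluorescence polarization was read for both dyes.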
RGS4 inhibitor = human RGS4 inhibition. Transcreener GDP fluorescence polarization, RGS4-accelerated GTP hydrolysis. Potency, µM (series often up to 114 µM), for inactives: at the highest dose activity change, negative = inhibition, most hits filed as inhibitors. AID 504845. P49798. actives 0.039% (n = 390,000); also: potency is read from the fitted curve at half-maximal effect; % is scaled to controls: 0 for no effect and ±100 for the full control effect; nearly all actives have a fitted effect of over 75% in size; some results filed as inactive show a strong effect at the top dose
Target sequence (P49798 whole entry, looked up): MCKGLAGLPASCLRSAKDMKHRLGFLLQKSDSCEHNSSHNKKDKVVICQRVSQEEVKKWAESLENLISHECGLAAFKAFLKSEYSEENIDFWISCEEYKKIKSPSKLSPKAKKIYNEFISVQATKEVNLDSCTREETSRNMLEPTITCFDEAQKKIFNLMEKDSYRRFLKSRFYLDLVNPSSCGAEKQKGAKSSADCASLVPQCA
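MLSMR compounds (23 nl, pin-transferred) preincubated 10 min at room temperature with a 500nM (2x) first reagent, then RGS4 at 900nM (2x) plus Transcreener GDP mix added; fluorescence polarization (620/688 nm) read before and after 90 min at 30 °C.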
PI4K2A block = blocks human PI4K2A kinase activity; AID 1346378; activity change, negative = inhibition, % at 76.9 µM; purified PI4K2A, ADP-Glo luminescence, 1 h; hits give low values; actives 0.13% (n = 420,000); Q9BTU6; in the data active = activity change below about -50%; inconclusive = mostly about -30% to -49%;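 also: -100% = wells without enzyme as full effect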
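In this quantitative HTS, ADP production by PI4K2A was quantified luminescently after 1 h at ambient temperature; 100 microM adenosine served as plate-quality control.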
ALOX12 inh = inhibitors of human 12S-lipoxygenase ALOX12 | P18054 | actives 1.1% (n = 580,000) | Potency, µM (highest dose often 108 µM), inactives show top-dose activity change, negative = inhibition, usual class: inhibitors | AID 1671190 | purified 12hLO, xylenol orange hydroperoxide absorbance; also: potency is read from the fitted curve at half-maximal effect; % is scaled to controls: 0 for no effect and ±100 for the full control effect
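Purified human 12hLO (150 nM final) in 25 mM Hepes, 0.01% Triton X-100, pH 7.0 was preincubated 15 min at room temperature with compound. Then 40 uM arachidonic acid was added, 30 min. Hydroperoxide was read by Fe-XO absorbance ratio 573/405 nm.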
HP1b chromo inh = HP1-beta chromodomain-methylated histone interaction inhibition. P83916. Potency, µM (series often up to 114 µM), without a hit: top-dose activity change, negative = inhibition, usual class: inhibitors. actives 0.56% (n = 390,000). AlphaScreen HP1-beta / biotin-H3K9me3 peptide binding; also: potency is read from the fitted curve at half-maximal effect; nearly all actives have a fitted effect of over 70% in size; inactives centre near 23
Target sequence (P83916 whole entry, looked up): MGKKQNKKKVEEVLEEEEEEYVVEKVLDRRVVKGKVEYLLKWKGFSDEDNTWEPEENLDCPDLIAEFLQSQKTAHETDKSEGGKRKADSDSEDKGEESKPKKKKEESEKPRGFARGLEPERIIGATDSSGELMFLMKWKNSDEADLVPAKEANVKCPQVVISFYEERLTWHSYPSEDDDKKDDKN
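HP1-beta protein (50 nM final) preincubated 30 min at room temperature with biotinylated H3(1-18)K9me3 peptide (50 nM) in PBS pH 7.4, 0.01% Tween-20, then compound added for 30 min. AlphaScreen streptavidin donor/nickel chelate acceptor beads (10 ug/mL final), 30 min dark, luminescence read.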
The depositor's hits bear a star; u = inconclusive; x = not tested or not shown; [ ] = dose if it differs, or a comment. Unless noted, calls follow the shape of the dose curve; as a rule, active = well fitted curve in the direction sought with a large enough effect; inconclusive = small, poorly fitted or top-dose-only effect, or another doubt; inactive = no such curve, though single readings can be large; an effect the other way counts as inactive or inconclusive. This is a subset; the hit share may differ from the screen's.

SMILES	G9a inh	GLS inh	JMJD2A Tudor inh	BAZ2B inh	ERG-DNA inh	RGS4 inhibitor	PI4K2A block	ALOX12 inh	HP1b chromo inh
CCS(=O)(=O)c1ccc(O)c(NC(=O)NC2CCCCC2)c1	x	13%	-1%	-39%	-10%	-26%	2	-18%	20%
Cc1cccc(-c2ccc3c(c2)C2CC3CCN2C)c1 (stereo not drawn)	x	12%	-17%	x	-1%	-4%	-2	3%	5%
O=C(Nc1ncccn1)c1cccc(Cl)c1	x	0%	10%	x	8%	36%	-6	20%	30%
Cc1c(C(=O)Nc2cccc(C(F)(F)F)c2)oc2ccc(S(=O)(=O)N3CCC4(CC3)OCCO4)cc12	-6%[59 µM]	3%	-14%	8%	7%	3%	0	-9%	-5%
COc1ccc(CNC(=O)CSc2ncnc3nc[nH]c23)cc1	-7%	-1%	-20%	-4%	-4%	21%	-1	0%	29%
Brc1ccccc1C1Nc2cccc3cccc(c23)N1	45µM*	26%	50µM*	45µM*	4%	u	-30	3%	u
O=C(NC(=S)N1CCN(c2ccc(C(F)(F)F)cc2[N+](=O)[O-])CC1)c1cccs1	-15%[59 µM]	-12%	u	u	-17%	-49%	3	-24%	u
CCC(=O)N1CCc2cc(S(=O)(=O)N3CCN(c4ccccc4)CC3)ccc21	15%	2%	5%	-13%	-8%	15%	0	17%	31%[activator]
CCOc1ccc2c(c1)nc(SCC(=O)c1ccc(Br)s1)n2C	40µM*	-3%	40µM*	-39%	-2%	u	0	u	-21%
CC[C@]12c3[nH]c4cc(-c5ccco5)ccc4c3CCN1C(=O)[C@@H](CC(=O)NCCCOC)C[C@@H]2C(=O)N1CCN(C(=O)c2ccco2)CC1	x	5%	u	x	4%	u	-2	u	13%
O=C(CSc1n[nH]c(-c2ccc(S(=O)(=O)NC3CCCCC3)cc2)n1)N1CCCC1	u	0%	-4%	-6%	x	-3%	-2	-6%	34%
O=C(NCc1ccc2c(c1)OCO2)C1CC(c2ccc(Cl)cc2)=NO1 (stereo not drawn)	27%[59 µM]	-1%	-19%	15%	3%	3%	3	0%	44%
Cc1ccc(NC(=S)N(CCN(C)C)C(C)c2ccco2)cc1Cl (stereo not drawn)	6%[12.7 µM]	-1%	-31%	-24%	-21%	-19%	3	0%	16%
Cc1nn(CC(=O)NCCCN2C(C)CCCC2C)c(=O)c2cc3occc3n12 (stereo not drawn)	1%	-1%	-8%	-4%	6%	5%[11.4 µM]	2	-9%	-2%
O=C(O)c1cc(-c2ccccc2)c(N2CCOCC2)s1	79µM*	34%[activator]	-14%	-4%	3%	-52%	4	6%	63%
CN(C)c1ccc(N2CC(C)(C)C2=O)cc1	10µM*	0%	-27%	-22%	1%	-17%	-2	u	-18%
Cc1cc(C(=O)N2CCN(c3ncccc3C#N)CC2)no1	3%	6%	-5%	-15%	22%	-15%	3	37%[activator]	-1%
CCCCc1ccc(NC(=O)C(=O)NCCN2CCN(Cc3ccc([N+](=O)[O-])cc3)CC2)cc1	-20%	0%	-25%	-17%	0%	12%	-6	-14%	19%
CCn1c(=O)n(CCOC)c(=O)c2c3c(sc21)CCCC3	-46%[59 µM]	-8%	14%	6%	-14%	-10%	9	-3%	29%
Cc1nn(-c2ccccc2)nc1CNS(C)(=O)=O	5%	1%	-11%	-1%	-4%	16%	-6	98%[activator]	10%
O=C(NCC(O)c1ccc([N+](=O)[O-])cc1)C1=COCCO1 (stereo not drawn)	x	-1%	-8%	x	9%	21%	4	-4%	18%
O=C(NCC(=O)N(c1cccc(F)c1)C(C(=O)NCC1CCCO1)c1ccccc1)c1ccco1 (stereo not drawn)	18%	2%	-10%	6%	-5%	-11%	5	-16%	21%
N#CCCN(C(=O)COC(=O)CCNS(=O)(=O)c1ccccc1)c1ccccc1	8%[2.33 µM]	1%	1%	9%	-4%	6%	1	228%[activator]	23%
O=C(O)CSc1nc2ccc(Cl)cc2[nH]1	13%[59 µM]	10%	u	0%	-2%	-23%	-8	0%	21%
Cc1ccc(SCCOCCN2CCOCC2)cc1	u	3%	-8%	-1%	0%	-22%	0	u	43%[activator]

Retrieved one by one from the entries so far:
SMILES	G9a inh	GLS inh	JMJD2A Tudor inh	BAZ2B inh	ERG-DNA inh	RGS4 inhibitor	PI4K2A block	ALOX12 inh	HP1b chromo inh
CN(C)c1ccc(N2CC(C)(C)C2=O)cc1	10µM*	0%	-27%	-22%	1%	-17%	-2	u	-18%
CCCCc1ccc(NC(=O)C(=O)NCCN2CCN(Cc3ccc([N+](=O)[O-])cc3)CC2)cc1	-20%	0%	-25%	-17%	0%	12%	-6	-14%	19%
CCn1c(=O)n(CCOC)c(=O)c2c3c(sc21)CCCC3	-46%[59 µM]	-8%	14%	6%	-14%	-10%	9	-3%	29%

Following part
SMILES	G9a inh	GLS inh	JMJD2A Tudor inh	BAZ2B inh	ERG-DNA inh	RGS4 inhibitor	PI4K2A block	ALOX12 inh	HP1b chromo inh
Cc1ccc(-n2nc3ccc(NC(=O)c4ccco4)cc3n2)cc1	u	-10%	-25%	-25%	-19%	u	-9	0%	-2%
CCC(C)NS(=O)(=O)c1ccc(NC(=O)C(Sc2ccccc2)c2ccccc2)cc1 (stereo not drawn)	2%	0%	-25%	3%	-1%	5%	0	-6%	11%
Nc1ncnc2nc(-c3ccc(N4CCOCC4)nc3)cc(-c3cccc(Br)c3)c12	u	x	x	x	x	u	-9	u	x
CCC(C)NC(=O)Cn1cnc([N+](=O)[O-])c1 (stereo not drawn)	-1%	13%	-4%	-7%	6%	33%[11.4 µM]	-1	-15%	53%[activator]
CCC(c1nnc(SCc2nc3ccccc3s2)n1Cc1ccccc1)N(C)C (stereo not drawn)	50µM*	9%	-28%	-26%	0%	0%	-3	u	17%
O=C(NC(=S)Nc1ccc(CN2CCOCC2)cc1)c1ccc([N+](=O)[O-])cc1Cl	50µM*	22%	-31%	u	4%	9%	-2	-9%	-7%
COc1ccccc1CN1CCNC(=O)C1CC(=O)N(C)Cc1cnccn1 (stereo not drawn)	x	25%	-12%	-13%	-9%	-9%	-11	4%	15%
Cc1occc1C(=O)Nc1ccc2c(c1)CCC2	u	-6%	-15%	-2%	5%	-5%	-23	1%	11%
CCOC(=O)C1=C(C)NC(=O)NC1c1cccs1 (stereo not drawn)	x	-1%	-25%	5%	-13%	21%	6	2%	24%
COc1ccc(NC(=O)Cc2nnc(SCC(=O)Nc3nccs3)n2C)cc1	12%	0%	u	-11%	10%	7%	2	-19%	19%
COc1ccc(CCn2c(=N)c(C(=O)NCc3ccco3)cc3c(=O)n4ccccc4nc32)cc1OC	x	-12%	u	x	10%	-31%	-16	4%	9%
COc1ccc(N2CC(C(=O)Nc3ccc(S(=O)(=O)N4CCCC4)cc3)CC2=O)cc1 (stereo not drawn)	-7%	8%	-13%	-14%	2%	26%	-14	9%	16%
CC(C)(C)C(=O)Nc1ccc2nc(SCC(=O)N3CCc4ccccc43)sc2c1	0%[59 µM]	-15%	-16%	3%	-1%	24%	-1	-24%	24%
Cc1ccc(N(C(=O)Cc2cccs2)C(C(=O)NCC2CCCO2)c2ccncc2)cc1 (stereo not drawn)	8%	3%	-2%	-3%	9%[15.4 µM]	-2%	2	u	38%
COc1ccc(OC)c(CN(CCCN2CCOCC2)S(=O)(=O)c2ccc(NC(C)=O)cc2)c1	-21%	12%	-19%	-6%	-2%	10%	-2	7%	15%
O=C(CSc1ccc(-c2cccnc2)nn1)Nc1ccccc1C(F)(F)F	12%	-1%	-9%	-12%	5%	-15%	3	0%	29%
COc1ccc(CCN(C(=O)c2cccc(F)c2)C2CC(=O)N(c3ccc(OC)cc3)C2=O)cc1 (stereo not drawn)	u	-2%	-13%	9%	-3%	-24%	-8	0%	16%
O=C(Nc1ccccc1F)c1ccc(S(=O)(=O)NCC2CCCO2)cc1 (stereo not drawn)	6%	-8%	-5%	6%	x	2%	-3	13%	30%
COc1cccc(S(=O)(=O)NCC(=O)N2CCCC2)c1	x	-4%	-3%	23%	-13%	17%	-3	32%	39%
Fc1cccc(Cl)c1-c1nnc2ccc(C(F)(F)F)cn12	13%	5%	-9%	3%	-2%	8%	5	6%	36%
CN(C)c1ccc(C2CC(=O)NC3=C2C(=O)CC(C)(C)C3)cc1 (stereo not drawn)	u	16%	-17%	-19%	x	-17%	1	-18%[57.4 µM]	8%
COc1ccccc1CN1CC(C(=O)NCc2cccc(C)n2)CCC1=O (stereo not drawn)	67%[activator]	-21%	-2%	-18%	4%	-9%	8	0%	38%
COc1ccc(C#Cc2c(-c3ccccc3)n(C)c3ccccc23)cc1	x	-1%	30%	x	6%	-48%	-2	u	178%[activator]
CCCn1c(C(C)Nc2nc(C)cs2)nc2cc(Cl)c(Cl)cc21 (stereo not drawn)	u	-4%	-35%	u	-7%	-35%	-10	u	33%
CCc1ccc(CN2CCC(n3nccc3NC(=O)C3CCCC3)CC2)cc1	-6%	-2%	-22%	-32%	6%	-38%	5	0%	14%
CCCCC[n+]1ccn(C2=C([O-])c3ccccc3C(=O)/C2=N\S(=O)(=O)c2ccc(Cl)cc2)c1	-38%	2%	-20%	-39%	17%	-32%	1	17%	45%[activator]
O=S(=O)(Nc1ncccn1)c1ccc(NC(=S)NCCc2ccccc2)cc1	6%[59 µM]	3%	1%	-7%	0%	1%	1	-24%	25%
CCOC(=O)N1CCC(Nc2c(NCCCOC)c(=O)c2=O)CC1	56%[activator][59 µM]	8%	-11%	-3%	1%	-13%	3	13%	44%[activator]
